Polio RdRp inh = poliovirus RdRp elongation inhibitors, primary screen, biochemical, fluorescence polarization, total intensity; poliovirus polymerase elongation; active compounds read low; % elongation, % (compound at 16.7 µg/mL); 150,000 compounds, 0.66% hits; in the data active = % elongation below about 90%; note: some results filed as inactive read as strong as hits
Target sequence (P03300 1749-2209 limits assumed): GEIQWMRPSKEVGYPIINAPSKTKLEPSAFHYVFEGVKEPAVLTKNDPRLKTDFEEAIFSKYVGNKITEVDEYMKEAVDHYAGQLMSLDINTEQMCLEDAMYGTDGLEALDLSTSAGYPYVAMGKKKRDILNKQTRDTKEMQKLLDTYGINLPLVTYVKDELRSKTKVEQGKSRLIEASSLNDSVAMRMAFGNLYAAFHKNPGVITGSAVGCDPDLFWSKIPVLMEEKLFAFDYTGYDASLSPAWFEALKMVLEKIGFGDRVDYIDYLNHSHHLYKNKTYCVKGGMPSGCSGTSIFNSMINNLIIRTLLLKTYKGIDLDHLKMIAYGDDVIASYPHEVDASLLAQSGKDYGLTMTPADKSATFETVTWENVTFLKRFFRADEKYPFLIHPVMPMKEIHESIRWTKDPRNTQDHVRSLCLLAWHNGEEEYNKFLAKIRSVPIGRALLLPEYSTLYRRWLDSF
Polio RdRp inh FP z-score = second read-out of Polio RdRp inh, no call of its own (marks repeat the call); z-score; measured here: FP z-score; hits read low
Numbers without * were called inactive; & = joins results of further samples.

SMILES	Polio RdRp inh	Polio RdRp inh FP z-score
CCOCC(=O)Nc1cccc(NC(C)=O)c1	98.0	-1.2
Cc1ccc(C)c(N2CCN(C(=O)c3cc(C)nc4c3c(C)nn4-c3cccc(F)c3)CC2)c1	113.0	0.9
CN(Cc1ccccc1Cl)C(=O)CNC(=O)c1ccco1	104.0	0.3
O=C(NCCS(=O)(=O)N1CCN(c2ccccc2)CC1)c1ccccc1	105.0	0.2
CC/C(=N\c1ccnn1C1CCCCC1)c1c(O)n(CCOC)c(=S)[nH]c1=O	103.0	0
C=CCN1C(=O)/C(=C\c2ccc(OC(=O)c3ccco3)c(OC)c2)SC1=S	105.0	0.6
O=C(OCC(=O)N(C1CCCCC1)C1CCCCC1)c1ccc(N2CCCC2=O)cc1	99.0	-0.5
CCC(=O)N1CCc2cc(CNC(=O)Nc3cc(C)ccc3C)ccc21	108.0	0.2
COC(=O)c1sc2cccc(F)c2c1S(=O)(=O)N1CCN(c2cccc(C)c2)C(C)C1 (stereo unspecified)	114.0	2.2
Cc1c(CNC2CCC(C)CC2)c(C(=O)O)c(C)n1Cc1ccccc1F (stereo unspecified)	111.0	0.3
Cc1nc2ccc(I)cn2c1/C=N/NCCC#N	104.0	0.3
O=C(Nc1ccc(S(=O)(=O)Nc2nccs2)cc1)N1c2ccccc2Sc2ccccc21	101.0	-0.2
CC1(C)COC(/C=C(\N)c2ccc(Br)cc2)=N1	109.0	0.6
CC(C)C(=O)Nc1cccc(-c2nc3ccccc3c(=O)o2)c1	101.0	-0.1
CCNC(=S)N1CCCC(C(N)=O)C1 (stereo unspecified)	100.0	-0.5
N#Cc1cccnc1Oc1ccc(Cl)cc1Cl	103.0	0.3
CC(=Nc1ccc(C)cc1)c1ccc(O)cc1O	101.0	0.1
COc1ccccc1CCNC(=O)C(=O)NCC(c1cccs1)S(=O)(=O)c1ccccc1 (stereo unspecified)	108.0	0.2
COc1cc2ccccc2cc1C(=O)OCC(=O)N1CCc2ccccc2C1	101.0	0
COc1cc(OC)c(OC)cc1C=O	103.0	0.6
CC(C)CC(=O)Nc1ccc(-c2csc(CC#N)n2)cc1	105.0	0.2
COCCn1ccc2nc(SC)ncc2c1=O	98.0	-1.1
CCOC(=O)C1CCN(S(=O)(=O)c2cc(-c3onc(C)c3C)ccc2C)CC1	109.0	0.5
COC(=O)C(O)(NC(=O)c1ccccc1)C(F)(F)F (stereo unspecified)	105.0	0.6
Cc1ccccc1OCc1ccc(-c2nc(C#N)c(NCCCN(C)C)o2)o1	100.0	-0.3
(listing goes on)
SMILES	Polio RdRp inh	Polio RdRp inh FP z-score
CCN(CC)c1ccc(C=Nc2ccc(S(=O)(=O)N3CCCC3)cc2)c(O)c1	104.0	0
CC(C)CCNC(=O)c1ccc(Cn2c(SCC(N)=O)nc3ccccc3c2=O)cc1	111.0	1.1
CC(C)N(Cc1ccccc1)C(=O)C(C)(C)C	103.0	0.5
Cc1ccc2nc(CN3CCc4sccc4C3c3cccs3)cn2c1 (stereo unspecified)	107.0	0.6
COC(=O)c1[nH]c2c(c1C)C(=O)CC(c1ccc(OC)cc1)C2 (stereo unspecified)	99.0	-0.2
O=C(COc1ccc2ccccc2c1)Nc1ccc2nn(-c3ccccc3)nc2c1	101.0	-0.1
CCOc1ccc(Sc2cc(C(=O)NC(C)CC)c3ccccc3n2)cc1 (stereo unspecified)	115.0	1
C=CCSc1nc2ccccc2n1Cc1cc(C(=O)OC)c(C)o1	101.0	-0.2
CCOC(=O)N1CCN(C(=O)C2c3ccccc3C(=O)N(c3ccc(OC)cc3)C2c2ccc(OC)cc2)CC1 (stereo unspecified)	100.0	-0.3
CC(C)C(NS(=O)(=O)c1ccc2c(c1)CCCC(=O)N2)C(=O)NC1CCCC1 (stereo unspecified)	100.0	-0.7
Cc1cc(NC(=O)CN2CCN(S(=O)(=O)c3ccc(Cl)cc3)CC2)no1	100.0	-0.4
O=C(c1ccc(Cl)c(Cl)c1)c1nccn1-c1ccccn1	104.0	0.4
Cc1cc2nc(C)c(CCC(=O)N3CCN(Cc4ccc(C(C)C)cc4)CC3)c(C)n2n1	104.0	0.1
Cc1cccc(N2CCN(C(=O)CN3C(=O)COc4ccc(S(=O)(=O)N5CCCC5)cc43)CC2C)c1 (stereo unspecified)	102.0	-0.7
COC(=O)c1ccc(NC(=O)CN(Cc2ccccc2)S(=O)(=O)c2ccc(Cl)cc2)cc1	106.0	0.4
O=C(CNc1ccc2c(c1)oc1ccccc12)c1ccc(F)cc1	104.0	0.2
CC1=NC(=O)CN1c1ccc(N)cc1	100.0	-0.8
CCCCn1c(C)csc1=Nc1ccccc1	100.0	-0.1
O=C(NC1CCCCC1)N1CC=C(c2ccccc2)CC1	102.0	0.4
CC(=O)Nc1ccccc1C(=O)N(Cc1ccccc1)Cc1ccccc1	103.0	0.2
CC(NC(=O)CSc1ccccc1Cl)c1ccccc1 (stereo unspecified)	100.0	-0.5
N#CC(=C1CCN(Cc2ccccc2)CC1)c1ccccc1	102.0	0.2
Cc1ccc2c(CC(=O)NCc3ccccc3)coc2c1	99.0	-0.7
C=Cn1ccnc1P(=NN=Nc1ccc(S(N)(=O)=O)cc1)(N(CC)CC)N(CC)CC	105.0	0.5
CCc1cccc(NC(=O)C(CC)n2nc(C)c3sc4ccccc4c3c2=O)c1 (stereo unspecified)	113.0	0.3

Continued (2 carried over from the part before).
SMILES	Polio RdRp inh	Polio RdRp inh FP z-score
C=Cn1ccnc1P(=NN=Nc1ccc(S(N)(=O)=O)cc1)(N(CC)CC)N(CC)CC	105.0	0.5
CCc1cccc(NC(=O)C(CC)n2nc(C)c3sc4ccccc4c3c2=O)c1 (stereo unspecified)	113.0	0.3
O=C(Cc1cccs1)NN1CCOCC1	100.0	0
O=C(NC1CCCCC1)c1ccc(N2CCCC2=O)cc1	102.0	0.6
Cc1cc2nc(C)n(CCCNC(=O)Nc3cccc4ccccc34)c2cc1C	102.0	-0.3
O=C1C2C3c4ccccc4C(c4ccccc43)C2C(=O)N1CCN1CCCCC1 (stereo unspecified)	100.0	-0.4
CC(C)NC(=O)Oc1noc2cc(Cl)ccc12	99.0	-0.6
COc1cccc(OC)c1C(=O)NCCc1csc(-c2ccc(Cl)cc2)n1	111.0	1.3
CCc1ccc(S(=O)(=O)NCCc2cn3ccccc3n2)s1	100.0	-1
Cc1ccc(S(=O)(=O)N2CCN(C(=O)c3cc(-c4ccc(Br)cc4)n[nH]3)CC2)c(C)c1	110.0	0.9
Cc1nc2sc(C(=O)NCc3ccc(Cl)cc3)c(NC(=O)c3ccccc3)c2c(C)c1C	102.0	-0.3
COc1ccc(N(CC(=O)NCc2ccccc2Cl)S(=O)(=O)c2c(C)[nH]c(=O)[nH]c2=O)cc1	101.0	-1.2
N#CCCN1CCN(S(=O)(=O)c2ccc(C#N)cc2)CC1	104.0	0.6
Cc1cc(NNC(=O)Nc2cccc(Cl)c2)nc2c1c(C)nn2C	101.0	-0.2
CC(Oc1ccccc1)C(=O)Nc1c(C(=O)N2CCCC2)oc2ccccc12 (stereo unspecified)	100.0	-0.8
O=C(CCn1c(=O)c2cccn2c2cccnc21)N1CCN(c2ccccc2F)CC1	103.0	-0.8
CCOC(=O)c1cccc(NC(=O)COc2ccc3c(C)cc(=O)oc3c2)c1	104.0	0.1
O=c1c2ccccc2nnn1CSc1nc2ccccc2c(=O)n1CC1CCCO1 (stereo unspecified)	102.0	-0.3
CC(C)NC(=S)N1CCN(S(C)(=O)=O)CC1	98.0	-0.8
CN(C(=O)CSc1nnc2c(Cl)cc(Cl)cn12)C1CCS(=O)(=O)C1 (stereo unspecified)	103.0	0.3
O=C(Nc1ccccc1)Nc1cccc(-c2nnco2)c1	99.0	-0.6
CCOc1cc(N2CCOCC2)c(OCC)cc1NC(=O)c1c(C)nn(-c2ccccc2)c1C	109.0	0.9
CC1CCN(C(=O)c2c(NC(=O)c3ccccc3F)sc3c2CCC(C(C)(C)C)C3)CC1 (stereo unspecified)	103.0	-0.6
Cc1ccc(C(=O)Nc2nnc(S(=O)(=O)N3c4ccccc4CC3C)s2)cc1 (stereo unspecified)	114.0	1.4
CNC(=O)N(O)C1N(NC(=O)Nc2ccccc2)C(=S)SC1(C)C (stereo unspecified)	100.0	0.2
CN1C(=O)N(C)C2(CC1(C)C)CC(C)(C)N(C)C(=O)N2C	105.0	1
Cc1ccc(CSc2n[nH]c(=O)n2-c2cccc(Cl)c2)cc1	105.0	0.8
Next part.
SMILES	Polio RdRp inh	Polio RdRp inh FP z-score
CCOCC(O)CSc1nc(C)cc(C)n1 (stereo unspecified)	126.0	2.5
Cc1ccccc1OCC(=O)Nc1nnc(SCc2cc(=O)n3cccc(C)c3n2)s1	110.0	1
CC(=O)N1c2c(cc(Br)cc2S(=O)(=O)N2CCN(c3cccc(Cl)c3)CC2)CC1C (stereo unspecified)	104.0	-0.2
CN(C(=O)CSc1nnc(NC(=O)Nc2ccccc2)s1)c1ccccc1	102.0	-1.3
Cc1ccc(CN2COc3ccc4c(-c5ccccc5)cc(=O)oc4c3C2)cc1	105.0	-0.4
Cc1ccc2nc3sc(C(N)=O)c(N)c3cc2c1	103.0	0.6
Cc1ccc2c(N)c(C(=O)c3ccc(Cl)cc3)sc2n1	102.0	-0.1
CCN(C(=O)Cn1cc(C(F)(F)F)ccc1=O)C1CCS(=O)(=O)C1 (stereo unspecified)	101.0	-0.3
O=C1NS(=O)(=O)c2ccc(Cl)cc2Sc2ccccc21	100.0	-0.1
CCCN(Cc1ccc(OC)c(C)c1OC)CC1CC1	100.0	0
COc1ccc(-c2ccc(=O)n(CC(=O)Nc3ccc(N(C)C)cc3)n2)cc1	107.0	0.2
O=C(CN1C(=O)c2ccccc2S1(=O)=O)c1ccc(Cl)cc1	101.0	-0.2
CCOc1ccc(-n2c(Cc3ccccc3)nnc2SCc2nc(-c3ccccc3C)no2)cc1	103.0	-0.7
O=C1CCC(=O)N1Nc1nc2ccccc2c2nc(-c3ccccc3)nn12	101.0	0.1
CCOC(=O)N1CCN(S(=O)(=O)c2ccc(OC)c(C(=O)N3CCCCC3)c2)CC1	105.0	1.1
CN1CCC2(CC1)Oc1ccccc1C1CC(c3ccccc3)=NN12 (stereo unspecified)	102.0	0
O=C(CSc1ncccn1)N(c1ccccc1)C1CCS(=O)(=O)C1 (stereo unspecified)	106.0	0.5
N#CC(C#N)=NNc1cc(-c2ccccc2)[nH]n1	101.0	-0.3
CN(CCc1cn[nH]c1)Cc1nc(-c2ccc(C(F)(F)F)cc2)no1	103.0	0.3
Cc1ccc2[nH]c(-c3ccccc3)c(CN3CCCC3)c(=O)c2c1	103.0	0.4
CCCCN(C(=O)Nc1ccc(Cl)cc1)C1CCN(C(C)=O)CC1	107.0	0.3
Cc1ccc(-n2nc(-c3cccs3)cc2C(=O)NCC2CCCO2)c(C)c1 (stereo unspecified)	98.0	-0.4
CSC(=O)CNC1(Cc2ccc(O)cc2)CCCCC1	101.0	-0.1
c1coc(CNc2nc[n+]3c4c2ncn4CC3)c1	103.0&100.0	0.3&-0.7
O=C(NCC12CC3CC(CC(C3)C1)C2)c1cc(-c2ccccc2O)no1	100.0	-1.2
Remaining list, next part:
SMILES	Polio RdRp inh	Polio RdRp inh FP z-score
CCOc1ccccc1NC(=O)Cn1c(=O)nc(-c2ccccc2F)c2cc(Cl)ccc21	98.0	-1.4
CCN(CC)C(=O)CSc1nc2cccnc2n1-c1ccccc1OC	104.0	0.8
Cc1cccc(C(=O)NCCc2nc3ccccc3n2Cc2ccccc2Cl)c1	108.0	0.2
O=c1oc(-c2cccs2)nn1CN1CCN(Cc2cccs2)CC1	102.0	0.1
Cc1ccc(C(=O)CC(NCCN2CCOCC2)C(=O)O)cc1 (stereo unspecified)	103.0	0
O=S(=O)(c1ccc(S(=O)(=O)N2CCC3(CC2)OCCO3)cc1)N1CCCC1	100.0	-0.4
Oc1ccccc1C1=Nc2ccccc2N=C(c2ccco2)C1	94.0	-1.6
CC(C)C(C)(C#N)NC(=O)c1cccnc1Oc1ccc(Cl)cc1 (stereo unspecified)	104.0	0.1
NC(=O)c1ccccn1	102.0	0.2
COc1ccccc1Nc1nc(-c2ccc(F)cc2)c2c(n1)-c1ccccc1OC2	111.0	0.1
CC1(C)CC(=O)C(C=Nc2ccccc2)=C(O)C1	104.0	0.6
Cc1ccc(-n2nc(C)c3c(C)c(CCC(=O)NCc4ccccc4Cl)c(C)nc32)cc1C	107.0	-0.1
N#Cc1cccc(NC(=O)CSc2nc3c(cc2C#N)N2CCC3CC2)c1	102.0	-0.2
CCOc1ccc(NC(=O)Cn2c(=O)n(CCCCC(=O)NCCc3ccc(Cl)cc3)c(=O)c3ccccc32)cc1	108.0	0.8

In another format: results already given
SMILES,Polio RdRp inh,Polio RdRp inh FP z-score
O=C(NCC12CC3CC(CC(C3)C1)C2)c1cc(-c2ccccc2O)no1,100.0,-1.2
CCOc1ccccc1NC(=O)Cn1c(=O)nc(-c2ccccc2F)c2cc(Cl)ccc21,98.0,-1.4
CCN(CC)C(=O)CSc1nc2cccnc2n1-c1ccccc1OC,104.0,0.8
Cc1cccc(C(=O)NCCc2nc3ccccc3n2Cc2ccccc2Cl)c1,108.0,0.2
O=c1oc(-c2cccs2)nn1CN1CCN(Cc2cccs2)CC1,102.0,0.1
Cc1ccc(C(=O)CC(NCCN2CCOCC2)C(=O)O)cc1 (stereo unspecified),103.0,0
O=S(=O)(c1ccc(S(=O)(=O)N2CCC3(CC2)OCCO3)cc1)N1CCCC1,100.0,-0.4
Oc1ccccc1C1=Nc2ccccc2N=C(c2ccco2)C1,94.0,-1.6
CC(C)C(C)(C#N)NC(=O)c1cccnc1Oc1ccc(Cl)cc1 (stereo unspecified),104.0,0.1
NC(=O)c1ccccn1,102.0,0.2
COc1ccccc1Nc1nc(-c2ccc(F)cc2)c2c(n1)-c1ccccc1OC2,111.0,0.1
CC1(C)CC(=O)C(C=Nc2ccccc2)=C(O)C1,104.0,0.6
Cc1ccc(-n2nc(C)c3c(C)c(CCC(=O)NCc4ccccc4Cl)c(C)nc32)cc1C,107.0,-0.1
N#Cc1cccc(NC(=O)CSc2nc3c(cc2C#N)N2CCC3CC2)c1,102.0,-0.2
CCOc1ccc(NC(=O)Cn2c(=O)n(CCCCC(=O)NCCc3ccc(Cl)cc3)c(=O)c3ccccc32)cc1,108.0,0.8

These rows are one share of the data; the hit share may differ from the screen's.
